Screening data deposited in PubChem BioAssay by National Center for Advancing Translational Sciences (NCATS).
TCR activator: T cell receptor activation. primary human leukocytes, anti-CD3, IL-2 HTRF, 48 h. Potency, µM (series often up to 9.22 µM), without a hit: at the highest dose activation of IL-2 secretion, actives largely listed as activators. 330,000 tested, under 10 active; note: % of control where 0% means no effect
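TCR engagement came from a-CD3 beads alone, with compounds added to primary human leukocytes for 48 hr. Secreted IL-2 bridged europium cryptate- and d2-labelled anti-IL-2 antibodies, giving FRET emission at 665nm after 320nm excitation.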
USP2a inh: USP2a (human) protease inhibition | USP2 core, Ub-CHOP2 coupled fluorogenic reporter, 485/531 | Potency, µM (series often up to 38.3 µM), without a hit: at the highest dose activity change, negative = inhibition, hits mostly inhibitors | hit rate 0.01% among 330,000;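 note: potency is the fitted concentration of half-maximal effect; plate controls were DMSO wells for no effect and full inhibition by NEM control for full effect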
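USP2 core (10nM final) preincubated 30min RT with compound in 20mM Tris-HCl pH 8.0, 2mM CaCl2, 2mM beta-mercaptoethanol, 0.05% CHAPS; 25nM Ub-CHOP2 plus 25nM reporter substrate added, fluorescence (Ex485/Em531) read after 60min.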
ELG1 repair inh: ELG1-dependent DNA repair inhibition | hit rate 2.3% among 330,000 | HEK293T ELG1-luciferase reporter, luminescence, 16 h; DNA damage induced by 5-fluorouridine | AID 504467 | Potency, µM (doses to about 46.1 µM), for inactives: top-dose activity change, negative = inhibition, most hits filed as inhibitors; note: potency is the fitted concentration of half-maximal effect; % is set by controls: 0 for no effect and ±100 for the full control effect; nearly all actives have a fitted effect of over 55% in size
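Quantitative HTS, concentration-response format. 2,000 cells/well co-treated with 5-fluorouridine and compound, 16 hr in 5% CO2 at 37 °C; ONE-Glo luminescence read after 30 min.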
TRPV1 agonist: activates the human vanilloid receptor TRPV1 | Q8NER1 | TRPV1-expressing cells, Fluo-8 calcium influx, agonist mode | activation, % at 8.33 µM | hit rate 0.19% among 320,000 | AID 540275; in the data active = activation above about 80%; inconclusive = between about 30% and that limit; note: 0% is about no effect
Target sequence (Q8NER1 whole entry, looked up): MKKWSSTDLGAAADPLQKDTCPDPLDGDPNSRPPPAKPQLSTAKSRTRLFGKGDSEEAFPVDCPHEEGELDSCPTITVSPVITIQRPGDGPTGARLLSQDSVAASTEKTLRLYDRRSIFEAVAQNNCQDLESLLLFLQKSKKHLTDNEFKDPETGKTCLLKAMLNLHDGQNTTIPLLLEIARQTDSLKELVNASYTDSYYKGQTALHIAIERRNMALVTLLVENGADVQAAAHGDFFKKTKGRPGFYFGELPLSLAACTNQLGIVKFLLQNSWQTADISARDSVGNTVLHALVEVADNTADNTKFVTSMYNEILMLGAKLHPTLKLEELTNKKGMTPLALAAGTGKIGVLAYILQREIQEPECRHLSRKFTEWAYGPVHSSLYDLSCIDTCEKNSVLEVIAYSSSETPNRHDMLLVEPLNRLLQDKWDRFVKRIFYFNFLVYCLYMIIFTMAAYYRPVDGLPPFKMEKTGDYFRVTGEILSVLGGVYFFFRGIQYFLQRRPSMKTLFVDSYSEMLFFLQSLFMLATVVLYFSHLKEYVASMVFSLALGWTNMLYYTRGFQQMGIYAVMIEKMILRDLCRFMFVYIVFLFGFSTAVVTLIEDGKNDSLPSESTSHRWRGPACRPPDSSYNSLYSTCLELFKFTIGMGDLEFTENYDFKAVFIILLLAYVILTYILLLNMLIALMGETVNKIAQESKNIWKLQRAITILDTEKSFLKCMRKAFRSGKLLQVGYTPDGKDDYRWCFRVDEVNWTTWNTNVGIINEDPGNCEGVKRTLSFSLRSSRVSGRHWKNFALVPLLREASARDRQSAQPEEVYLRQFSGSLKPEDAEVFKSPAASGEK
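Fluo-8 calcium influx in TRPV1-expressing cells, kinetic read (ex 480/em 520 nm). Compound added and read 3 min for agonist activity, followed by capsaicin at EC20 final and 2 min further read for enhancement.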
KCNH2 3.1 block: KCNH2 3.1 (human) potassium channel inhibition; hit rate 0.95% among 340,000; AID 720553; activity change, % (tested at about 1.8 µM); U2OS KCNH2 3.1, thallium flux FluxOr; hits give low values;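 active = maximum activity change below -70%; inconclusive = maximum activity change from -70% to -50%; inactive = maximum activity change above -50%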;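 note: thallium influx rate constant from kinetic fluorescence after stimulation buffer; % is set by controls: 0 for no effect and ±100 for the full control effect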
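U2OS cells transduced with KCNH2 3.1 mutant virus (1.77 x 10^8 /mL, 4 h), plated overnight at 37 C, loaded 45 min with FluxOr dye plus Red40 quencher. Thallium flux rate constant from kinetic reads after stimulation buffer, normalised to controls.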
KCNH2 WT inh: inhibitors of human wildtype KCNH2 potassium channel. hit rate 0.37% among 340,000. U2OS, BacMam KCNH2, thallium flux FluxOr; hits give low values. activity change, % at 1.84 µM. Q12809;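 active = maximum activity change below -70%; inconclusive = maximum activity change between -70% and -50%; inactive = maximum activity change above -50%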; note: % is set by controls: 0 for no effect and ±100 for the full control effect
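U2OS cells were transduced with wild-type KCNH2 virus (2.03 x 10^8 / mL) for 4 h at room temperature, then cultured overnight at 37 C. Thallium flux was read with FluxOr dye. Rate constants were normalized to DMSO controls.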
Eya2 phos inh: Eya2 (human) phosphatase inhibition; hit rate 0.006% among 330,000; recombinant Eya2, OMFP fluorescence dephosphorylation (OMFP is methylfluorescein phosphate); AID 488837; O00167; Potency, µM (doses to about 76.9 µM), inactives show at the highest dose activity, negative = inhibition, hits mostly inhibitors; note: potency is the fitted concentration of half-maximal effect; % is set by controls: 0 for no effect and ±100 for the full control effect
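Eya2 (0.2 uM) preincubated 10 min at ambient with compound, then OMFP substrate added at 50 uM; 10 min reaction in 50 mM HEPES pH 7.5, 50 mM NaCl, 5 uM MgCl2, 0.05% BSA, 1 mM DTT. Fluorescence read at Ex 485/Em 525 nm.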
Mito fusion act: mitochondrial division inhibition or fusion activation; S. cerevisiae fusion-defective mutant growth rescue, CellTiterGlo 48 h; Potency, µM (top dose mostly 46.1 µM), for inactives: at the top dose growth rescue (activation), usual class: activators; hit rate 0.23% among 320,000; AID 485298;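 note: potency is the fitted concentration of half-maximal effect; % of control where 0% means no effect; nearly all actives have a fitted effect of over 45% in size; temperature-sensitive fusion mutants such as fzo1-1 at 37 °C on non-fermentable ethanol glycerol medium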
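S. cerevisiae fusion-defective temperature-sensitive mutants (e.g. fzo1-1, mgm1-5) grown 48 h at 37C in YPEG (ethanol/glycerol non-fermentable) medium with 23 nl compound per well; growth rescue read as CellTiterGlo luminescence.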
TSHR antag: human thyrotropin receptor antagonism; P16473; hit rate 0.2% among 330,000; TSHR-expressing cells, TSH-stimulated cAMP HTRF, 2 h; hits give low values; activity change, negative = inhibition, % at 11.5 µM; AID 504810;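 active = activity change below a set negative limit, meaning inhibition stronger than a set level, cut at about -70% in these data; inconclusive = activity change between two set negative limits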; note: % is set by controls: 0 for no effect and ±100 for the full control effect
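Competitive HTRF cAMP read-out (cryptate anti-cAMP antibody, cAMP-d2; 30 min, room temperature) in freshly harvested TSHR cells. Compounds added before TSH at EC80 (4nM final), followed by 2 hours' incubation at 37 deg C.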
AT treatment: potential ataxia-telangiectasia treatments restoring KAP-1 phosphorylation | […] A-T fibroblasts, KAP-1 phosphorylation AlphaLISA; neocarzinostatin DNA damage 30 min before lysis | Potency, µM (highest dose often 57.5 µM), for inactives: at the highest dose activation, usual class: activators | hit rate 0.19% among 320,000; note: potency is the fitted concentration of half-maximal effect; % of control where 0% means no effect; nearly all actives have a fitted effect of over 45% in size
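hTERT-immortalized A-T patient fibroblasts ([…]), 500 cells/well in OPTI-MEM, 1% FBS, got compounds for 60 min, then NCS for 30 min at 37C. Lysates were then assayed for phospho-KAP-1 by AlphaLISA (anti-pKAP1 donor, anti-KAP1 acceptor beads), 6 hr at 25C.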
* = called active by the depositor; ? = inconclusive; · = no result given; [ ] = dose if it differs, or a comment. Unless noted, calls come from the whole dose curve; as a rule, active = well fitted curve in the direction sought with a large enough effect; inconclusive = small, poorly fitted or top-dose-only effect, or another doubt; inactive = no such curve, though single readings can be large; an effect the other way counts as inactive or inconclusive.

smiles,TCR activator,USP2a inh,ELG1 repair inh,TRPV1 agonist,KCNH2 3.1 block,KCNH2 WT inh,Eya2 phos inh,Mito fusion act,TSHR antag,AT treatment
CCN(CC)C(=O)[C@H]1C[C@H](CC(=O)NCCC2=CCCCC2)C(=O)N2CCc3c([nH]c4ccc(Cl)cc34)[C@]12C,0%[46.1 µM],-6%,?,·,-13,13,-3%,·,0,14%
Cc1c(C(=O)Nc2ccc3c(c2)OCO3)oc2ccccc12,-1%,-2%,?,?,0,-13,7%,21%,-7,3%
COC(=O)CCCNC(=O)CC1C(=O)NCCN1Cc1ccoc1 (stereo not drawn),3%,2%,11%,-3,4,10,1%,-1%,2,4%
O=C1C2C3C=CC(C3)C2C(=O)N1/N=C/c1cn(Cc2ccc(F)cc2)c2ccccc12 (stereo not drawn),5%,2%,?,3,-19,4,-3%,7%,-3,7%
CCN1/C(=C\C=C2\C(=O)N(C)C(=S)N2C)Sc2ccccc21,-1%,4%,?,2,21,6,2%,11%,-6,2%
Cc1ccc(CNC(=O)CS(=O)Cc2nc(-c3ccccc3C)oc2C)cc1 (stereo not drawn),-9%,0%,-9%,22,-8,1,-16%,-3%,7,9%
COCCNC(=O)c1c[nH]c2ccc(S(=O)(=O)Nc3ccc(F)cc3F)cc2c1=O,-1%,2%,26%,-1,4,-10,8%,-2%,-12,-9%
C/C(=N/OC(=O)C1CC1c1ccccc1)c1ccccc1 (stereo not drawn),-3%,-1%,-2%,19,-17,-10,1%,8%,-38,7%
Cn1c(=O)c2cc(S(=O)(=O)NCCC(=O)Nc3ccc(F)cc3F)ccc2n(C)c1=O,-1%,5%,5%,-2,1,5,1%,2%,3,-1%
COc1ccccc1NC(=O)Cc1nnc(SCC(=O)Nc2nccs2)n1C,3%,-2%,-2%,-4,-16,8,2%,-4%,-3,5%
CC(=O)/C(C#N)=C1\NC(=O)C(Cc2ccc(C)c(Cl)c2)S1 (stereo not drawn),11%,-6%,-6%,-4,-4,-3,5%,1%,-5,9%
COc1cccc(CN2CC(C(=O)NCCOc3ccccc3)CCC2=O)c1 (stereo not drawn),-1%,1%,15%,0,-5,3,3%,0%,1,-3%
CCOC(=O)C1CCN(C(=O)CSc2ccccc2)CC1,-5%,-2%,?,11,3,1,3%,-7%,3,-7%
C[C@H](NC(=O)[C@@H]1CSC2c3ccccc3C(=O)N21)C(=O)NC1CCCCC1 (stereo partly drawn),3%,1%,18%,1,11,-13,4%,6%,14,28%
C=CCSc1nnc(NC(=O)c2cccc(S(=O)(=O)N3CCOCC3)c2)s1,·,1%,-11%,26,-11,18,-14%,0%,-5,-1%
CCCCc1n[nH]c2c1/C(=N/OCC)CC(C)(C)C2,-1%,-3%,?,3,-4,5,-7%,3%,1,8%
O=C(O)/C=C/c1cccc(NC(=O)c2ccccc2)c1,1%,8%,?,2,13,1,18%,-13%,-7,14%
COC(=O)Cn1c(=NC(=O)c2ccc(Cl)s2)sc2cc(F)ccc21,-1%[46.1 µM],4%,?,?,0,-8,7%,-1%,29,-3%
Cc1ccc(-c2c(C(=O)O)c3ccccc3[nH]c2=O)cc1,-1%,-8%,5%,12,11,-3,14%,-5%,9,3%
COc1ccc(CCNC(=O)c2ccc(CNc3c(N4CCOCC4)c(=O)c3=O)cc2)cc1OC,2%,3%,2%,2,-11,-4,6%,-4%,3,3%

Results in KCNH2 3.1 block and USP2a inh, for some of the entries so far:
Molecule	KCNH2 3.1 block	USP2a inh
COc1ccccc1NC(=O)Cc1nnc(SCC(=O)Nc2nccs2)n1C	-16	-2%
CC(=O)/C(C#N)=C1\NC(=O)C(Cc2ccc(C)c(Cl)c2)S1 (stereo not drawn)	-4	-6%

(further entries)
smiles,TCR activator,USP2a inh,ELG1 repair inh,TRPV1 agonist,KCNH2 3.1 block,KCNH2 WT inh,Eya2 phos inh,Mito fusion act,TSHR antag,AT treatment
COC(=O)c1ccc(NC(=O)CSCC(=O)OCC(=O)c2ccc(Br)cc2)cc1,·,-1%,5%,12,-2,34,18%,-1%,9,-1%
O=C(CSc1nc2scc(-c3ccccc3)c2c(=O)[nH]1)N1CCCCC1,7%,1%,9%,1,0,2,4%,-3%,-1,-2%
CCC1=NN(C(=O)C(=O)Nc2ccccc2OC)C(O)(C(F)(F)F)C1 (stereo not drawn),1%,1%,-5%,5,-16,-5,4%,3%,4,-2%
c1ccc(-n2ncc3c(N4CCCCC4)ncnc32)cc1,0%,1%,?,·,-2,-7,3%,-1%,-15,-16%
O=S(=O)(NCCSc1nnnn1-c1ccccc1)c1cccs1,3%,1%,?,0,28,-28,-2%,-1%,1,5%
NS(=O)(=O)c1ccc(CCNC(=O)COC(=O)CCc2ccccc2)cc1,0%,1%,2%,0,-6,-17,15%,3%,11,0%
CCN(CC)S(=O)(=O)c1ccc2c(c1)c(=O)c(C(=O)N1CCN(c3ccccc3)CC1)cn2C,1%[46.1 µM],-1%,-14%,-5,-7,2,-6%,0%,-5,0%
CCCCOC(=O)c1sc2nc(C)cc(C)c2c1N,1%,-1%,?,2,-6,-1,1%,24%,-11,17%
COc1ccccc1N1CCN(Cc2nc(N)nc(Nc3ccccc3)n2)CC1,0%,5%,?,12,?,46,8%,-5%,-14,1%
Cn1cccc1Cc1nnc(SCC(=O)N2CCCCCC2)n1-c1ccc(F)cc1,-3%,-1%,-5%,12,7,-5,2%,-3%,-1,-5%
Cc1cc(C)cc(N(CC(=O)Nc2c(C)n(C)n(-c3ccccc3)c2=O)S(C)(=O)=O)c1,2%,1%,7%,-1,-17,2,3%,2%,-3,-1%
Cc1cc(C)nc(N2CCC(C(=O)NNC(=O)Cc3ccccc3)CC2)n1,-5%,-5%,10%,-6,29,-1,3%,-7%,3,18%
CCc1ccc(-c2cc(C(=O)NCCCn3ccnc3)c3ccccc3n2)s1,·,-2%,?,-1,·,·,-11%,-6%,3,2%
CCC(=O)N1CCC(C(N)=O)(N2CCCCC2)CC1,-3%,9%,6%,0,0,-4,4%,-8%,-3,-1%
CC(=O)N1c2ccc(S(=O)(=O)N(C)CC(=O)Nc3ccccc3C)cc2CC1C (stereo not drawn),0%,0%,16µM*,3,4,-2,0%,6%,24,-8%
C=CS(=O)(=O)N(Cc1ccc(Cl)c(Cl)c1)C[C@@H](O)CO,-5%[46.1 µM],0%,9.2µM*,·,5,-15,-3%,·,-9,4%[11.5 µM]
CCOCCCNS(=O)(=O)c1ccc2c(c1)oc(=O)n2CC(=O)OCC,5%,2%,2%,-3,11,6,-4%,-5%,11,10%
COc1ccccc1CNC(=O)C(=O)NCC1OCCN1S(=O)(=O)c1cccs1 (stereo not drawn),-5%,-13%,-8%,1,14,-4,-1%,0%,6,-3%
Cc1c(C(=O)O)sc(S(=O)(=O)N2CCNCC2)c1C(=O)O,·,2%,15%,-2,·,·,?,-7%,-3,-3%
OCc1nc2ccccc2n1C/C=C/c1ccccc1,1%,-3%,-13%,?,11,-1,8%,2%,5,·

smiles,TCR activator,USP2a inh,ELG1 repair inh,TRPV1 agonist,KCNH2 3.1 block,KCNH2 WT inh,Eya2 phos inh,Mito fusion act,TSHR antag,AT treatment
O=C(CN1CCC(C(=O)c2ccc3c(c2)OCCO3)CC1)NCc1ccccc1,1%,0%,-11%,4,3,4,1%,-6%,26,0%
COc1cccc(CNc2ccc([N+](=O)[O-])cc2C)c1,-1%,-5%,10%,23,-6,0,-13%,13%,-4,9%
Cc1ccc(SCC(=O)Nc2cccc(C)c2)cc1,-10%,5%,15%,?,-3,20,-2%,6%,0,-1%
O=C(/C=C/c1ccc2ccccc2n1)N1CCN(S(=O)(=O)c2ccc(F)cc2)CC1,5%,6%,?,-2,1,19,-2%,5%,19,13%
CCCOC1CCCN(C(=O)c2cc(COc3ccc(F)c(F)c3)on2)C1 (stereo not drawn),1%,-4%,?,?,-5,19,-19%,2%,-9,3%
CCOc1ccc(S(=O)(=O)N2CCCCC2)cc1NC(=O)C1COc2ccccc2O1 (stereo not drawn),1%,1%,?,-1,-4,-5,9%,?,-17,0%
CC(=O)c1ccc2c(c1)OCCOCCOCCO2,-3%,0%,0%,-3,18,1,-19%,1%,16,-5%
COc1ccccc1C(=O)OCc1ccc2sc(C)nc2c1,3%,2%,10%,6,1,2,4%,15%,-8,2%
COc1ccccc1N(C)S(=O)(=O)c1ccc(C(=O)Nc2ccc(C(N)=O)cc2)cc1,-1%,3%,?,·,7,-12,-6%,·,·,-6%
C=CCSc1ncccc1C(=O)NCCc1ccccc1,0%,-1%,5%,4,10,-1,7%,12%,-2,6%
O=C(CSc1n[nH]c(-c2cccs2)n1)N1CCN(S(=O)(=O)c2ccc3ccccc3c2)CC1,-2%,1%,?,-2,-17,18,6%,1%,-23,0%

An excerpt; count on the stated rates, not on these rows.
